Vc quorum ag: inducers of Vibrio cholerae quorum light production without autoinducers; V. cholerae BH1578 lux reporter, luminescence, 6 h; activation, % at 18.7 µM; 350,000 tested, 0.16% active; in the data active = activation mostly above about 9.7%, no sharp cut-off; inconclusive = no clear call, values can overlap the other calls; inactive = mostly below about 3.7%; note: not every result past the cut was called active; inactives centre near 0; reference of the scale not given here
FadD28 FP inh: blocks FadD28 binding to the bisubstrate probe | fluorescence polarization | inhibition, % at 12.5 µM | 360,000 tested, 0.22% active | AID 588549; in the data active = inhibition above about 8.5%, passing the limit was not always enough; inconclusive = no clear call, values can overlap the other calls
UGM FP inh: blocks M. tuberculosis UGM enzyme. purified UGM, fluorescence polarization probe displacement. inhibition, % at 10 µM. 320,000 tested, 0.06% active. AID 504406; in the data active = inhibition above about 10%, passing the limit was not always enough; inconclusive = no clear call, values can overlap the other calls
FBA Mtb inh: Mtb fructose-bisphosphate aldolase inhibition; AID 588726; purified M. tuberculosis FBA, fluorescence read-out; inhibition, % at 1 µM; 360,000 tested, 2.3% active; in the data active = inhibition above about 27%;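 note: 0% = vehicle and 100% = reference inhibitor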
Y pestis TopoI: Y. pestis Topo-I inhibition via cleavage products; Y. pestis Topo-I cleavage product accumulation, plate reader; activity, % at 10 µM; 360,000 tested, 0.064% active; AID 504884; in the data active = activity above about 50%, passing the limit was not always enough; inconclusive = no clear call, values can overlap the other calls; note: inactives centre near 2
TcdB inh: inhibitors of Clostridioides difficile toxin B glycohydrolase | P18177 | TcdB glycohydrolase enzymatic assay, plate reader | inhibition, % at 9.99 µM | 350,000 tested, 0.24% active | AID 652162; in the data active = inhibition above about 10%
Target sequence (P18177 whole entry, looked up): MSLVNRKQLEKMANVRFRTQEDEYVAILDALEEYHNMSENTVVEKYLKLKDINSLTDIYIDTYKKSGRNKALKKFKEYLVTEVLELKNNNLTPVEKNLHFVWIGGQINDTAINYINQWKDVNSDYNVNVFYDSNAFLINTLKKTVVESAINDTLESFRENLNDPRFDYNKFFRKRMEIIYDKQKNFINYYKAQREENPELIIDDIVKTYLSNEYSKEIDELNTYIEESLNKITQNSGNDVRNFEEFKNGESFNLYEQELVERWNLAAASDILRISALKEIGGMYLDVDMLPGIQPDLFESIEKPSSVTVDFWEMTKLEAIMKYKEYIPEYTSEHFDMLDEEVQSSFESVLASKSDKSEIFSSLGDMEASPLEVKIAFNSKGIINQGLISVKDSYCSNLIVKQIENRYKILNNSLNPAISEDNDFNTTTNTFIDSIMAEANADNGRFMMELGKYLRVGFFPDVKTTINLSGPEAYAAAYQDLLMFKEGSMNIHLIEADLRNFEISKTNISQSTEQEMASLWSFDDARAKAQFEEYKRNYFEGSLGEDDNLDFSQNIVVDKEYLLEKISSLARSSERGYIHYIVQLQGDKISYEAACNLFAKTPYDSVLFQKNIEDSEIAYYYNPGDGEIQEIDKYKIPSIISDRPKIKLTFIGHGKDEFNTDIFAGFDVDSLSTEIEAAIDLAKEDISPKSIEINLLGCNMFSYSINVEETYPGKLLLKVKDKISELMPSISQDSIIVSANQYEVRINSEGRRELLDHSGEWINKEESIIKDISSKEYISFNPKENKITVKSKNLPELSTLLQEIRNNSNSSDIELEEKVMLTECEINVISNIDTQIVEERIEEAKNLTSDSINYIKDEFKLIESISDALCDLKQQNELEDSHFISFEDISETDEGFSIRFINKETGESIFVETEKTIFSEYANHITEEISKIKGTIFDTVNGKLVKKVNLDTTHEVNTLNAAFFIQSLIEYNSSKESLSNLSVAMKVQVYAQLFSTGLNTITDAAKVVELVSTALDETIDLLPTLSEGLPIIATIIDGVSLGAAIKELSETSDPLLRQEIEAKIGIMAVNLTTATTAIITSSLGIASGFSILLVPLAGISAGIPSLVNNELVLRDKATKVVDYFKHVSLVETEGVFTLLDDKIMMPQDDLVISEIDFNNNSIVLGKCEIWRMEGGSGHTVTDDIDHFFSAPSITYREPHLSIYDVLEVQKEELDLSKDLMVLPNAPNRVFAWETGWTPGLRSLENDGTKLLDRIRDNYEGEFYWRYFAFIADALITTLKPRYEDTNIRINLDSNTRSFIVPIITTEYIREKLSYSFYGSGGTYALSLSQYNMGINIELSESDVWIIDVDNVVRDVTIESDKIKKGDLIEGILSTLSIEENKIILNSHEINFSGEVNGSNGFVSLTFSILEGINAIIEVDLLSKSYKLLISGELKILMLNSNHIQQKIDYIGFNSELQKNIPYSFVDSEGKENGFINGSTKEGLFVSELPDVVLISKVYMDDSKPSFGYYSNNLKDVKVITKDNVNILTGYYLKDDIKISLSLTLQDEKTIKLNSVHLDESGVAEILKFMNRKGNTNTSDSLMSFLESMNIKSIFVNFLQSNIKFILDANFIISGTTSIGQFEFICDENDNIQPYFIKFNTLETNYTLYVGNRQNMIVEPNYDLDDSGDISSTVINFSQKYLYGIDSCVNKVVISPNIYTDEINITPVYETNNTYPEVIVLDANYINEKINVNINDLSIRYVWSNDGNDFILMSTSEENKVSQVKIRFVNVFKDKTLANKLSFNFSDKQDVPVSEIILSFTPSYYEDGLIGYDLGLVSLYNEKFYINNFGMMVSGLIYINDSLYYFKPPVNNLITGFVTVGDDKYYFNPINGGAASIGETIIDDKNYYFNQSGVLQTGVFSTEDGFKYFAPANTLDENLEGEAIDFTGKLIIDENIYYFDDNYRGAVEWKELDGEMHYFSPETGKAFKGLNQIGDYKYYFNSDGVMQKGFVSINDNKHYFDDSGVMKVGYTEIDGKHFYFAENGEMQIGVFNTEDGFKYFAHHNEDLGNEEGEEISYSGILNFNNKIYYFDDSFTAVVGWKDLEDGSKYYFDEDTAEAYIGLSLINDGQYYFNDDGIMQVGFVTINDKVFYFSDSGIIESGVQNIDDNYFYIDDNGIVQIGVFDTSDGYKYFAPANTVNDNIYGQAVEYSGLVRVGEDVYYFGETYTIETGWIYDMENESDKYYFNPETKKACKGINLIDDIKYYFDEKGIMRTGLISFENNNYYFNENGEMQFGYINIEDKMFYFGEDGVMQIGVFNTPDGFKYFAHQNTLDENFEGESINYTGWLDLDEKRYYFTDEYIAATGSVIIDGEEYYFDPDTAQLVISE
BioA inh: inhibitors of Mycobacterium tuberculosis BioA enzyme; purified M. tuberculosis BioA enzyme, plate reader; AID 602481; inhibition, % at 9.99 µM; 360,000 tested, 0.096% active; in the data active = inhibition above about 40%; inconclusive = no clear call, values can overlap the other calls
GDH-TPI inh: counter-screen for M. tuberculosis FBA inhibitors: GDH-TPI coupled enzymes; GDH-TPI coupled enzyme counterscreen, NADH absorbance; inhibition, % at 4.8 µM; 360,000 tested, 1.2% active; in the data active = inhibition above about 30%;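 note: 0% = DMSO wells and 100% = wells lacking the enzyme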
PfHsp40 rescue: restores yeast growth despite PfHsp40 toxicity; S. cerevisiae expressing PfHsp40, growth rescue, ATP luminescence; growth rescue, % at 12.5 µM; 340,000 tested, 0.68% active; in the data active = growth rescue above about 28%, passing the limit was not always enough; inconclusive = no clear call, values can overlap the other calls;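 note: yeast W303a lacking pdr1 and pdr3 grown in galactose medium; growth measured after three days at 30 °C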
Starred values were filed as active, the others as inactive; i = inactive; ? = inconclusive; nt = not tested or not shown.

SMILES	Vc quorum ag	FadD28 FP inh	UGM FP inh	FBA Mtb inh	Y pestis TopoI	TcdB inh	BioA inh	GDH-TPI inh	PfHsp40 rescue
Cn1c(SCC(=O)c2ccc(-c3ccccc3)cc2)nnc1-c1ccco1	-0.4	-5.8	-1.4	-1	31	nt	2.4	1	0.6
Cn1nnnc1SCC(=O)Nc1ccccn1	-0.9	-2.7	-0.6	-2	-6	nt	nt	1	-2.1
CC(=O)N1N=C(c2ccc(C)cc2)CC1c1ccc2c(c1)OCO2 (stereo unspecified)	-0.5	-1.3	-2.4	-1	8	0.5	nt	2	-0.4
O=C(CCCCCn1c(=O)[nH]c2ccsc2c1=O)NCc1cccs1	-2.1	-2.8	1.2	0	3	nt	-1.0	-11	-0.1
Cc1[nH]c2ccccc2c1/C=C(\C#N)C(=O)NC(C)c1ccccc1 (stereo unspecified)	-0.3	-0.3	-3.2	-2	5	nt	1.0	3	3.3
CC(C)(C)c1ccc(CN2C(=O)CN=C(c3ccccc3)c3ccccc32)cc1	i	-0.2	4.9	2	6	nt	-0.8	0	4.6
CCOc1cccc(C(=O)NC2=NCCS2)c1	i	-2.8	0.2	-3	-5	1.7	-1.2	-1	0.6
COc1ccc(C2NC(=S)NC3=C2CCc2cc(OC)ccc23)cc1 (stereo unspecified)	i	-2.1	-0.4	3	3	nt	0.7	-4	-0.2
O=C(NN=C1CCCC1)c1cccc(Br)c1	-3.8	-4.7	3.4	-1	3	1.2	5.4	10	-0.2
CCN(C(=O)CSc1nc2nc(C)cc(C)n2n1)c1cccc(C)c1	-0.4	-1.8	2.6	1	8	nt	1.5	3	0.5
COc1ccc(C2=Nc3ccccc3NC(=O)C2N(CCc2ccccc2)C(=O)c2cccs2)cc1 (stereo unspecified)	nt	-4.5	nt	-5	nt	0.0	-0.1	nt	nt
c1ccc2nc3c(nc2c1)[nH]c1ccccc13	-3.2	-5.7	-0.8	1	-1	nt	-1.0	18	6.2
O=C1NCN(c2ccccc2)C12CCN(C(c1ccnc3ccccc13)c1nnnn1C1CCCC1)CC2 (stereo unspecified)	nt	-0.5	nt	4	nt	-11	5.4	nt	nt
COc1ccc(COC(=O)C2=C(C)NC(=O)NC2c2ccc(O)cc2)cc1 (stereo unspecified)	0.7	0.3	-0.1	3	-3	2.1	-0.4	5	-1.2
CN(Cc1ccc(C(F)(F)F)cc1)C(=O)c1ccc(Oc2ccccc2)cc1	-1.6	-0.5	0.0	4	12	2.0	0.3	8	5.1
CCOCCOC(=O)C1=C(C)N(C)C(=O)NC1c1ccccc1Cl (stereo unspecified)	i	1.1	1.8	5	3	nt	0.6	-10	-0.5
COc1ccc(CNC(=O)C(c2ccncc2)N(C(=O)Cc2cccs2)c2ccccc2)cc1 (stereo unspecified)	-0.2	-0.7	nt	-1	0	1.5	nt	2	0.2
Cc1ccc(S(=O)(=O)NCCSc2nnnn2-c2cc(C)ccc2C)cc1	0.4	-3.7	-2.0	-4	18	nt	2.0	5	6.3
CCCCCCCCCCOC(=O)Cn1c(COc2ccccc2OC)[n+](C)c2ccccc21	-1.3	-25	-0.8	-1	1	4.2	16	5	316*
N#Cc1c2n(c3c(N)ncnc13)CCCCC2	-1.2	-6.2	0.7	-1	2	0.3	nt	-4	1.2
CC(C)N(C(=O)Cn1cc(S(=O)(=O)CC(=O)Nc2ccccc2)c2ccccc21)C(C)C	i	1.5	6.2	4	-7	0.6	-1.7	2	1.7
O=C(NC1CCCC1)c1noc2c1CCCCC2	10	-2.1	-0.3	-2	-8	nt	nt	-6	-1.0
Cc1ccc(OCCSc2nc3ccccc3n2CC(=O)O)cc1	-0.3	-0.4	-0.9	4	6	-4.9	0.4	3	0.6
CC(C)(C)OC(=O)N1CCC(C(=O)Nc2cccc(C(=O)NCCc3ccccc3)c2)CC1	-1.3	-1.3	nt	1	40	0.4	-0.2	4	0.4
CS(=O)(=O)Nc1ccc(N2CCCCC2)c(Cl)c1	-0.2	-2.0	-0.9	-2	3	nt	nt	9	1.1
SMILES	Vc quorum ag	FadD28 FP inh	UGM FP inh	FBA Mtb inh	Y pestis TopoI	TcdB inh	BioA inh	GDH-TPI inh	PfHsp40 rescue
Cc1ccccc1C(=O)Nc1ccnn1C1CCN(Cc2c(C)n(C)c3ccccc23)CC1	-0.3	1.6	nt	3	-3	-1.3	-5.7	0	0.6
Cn1c(=O)c2c(nc(CN3CCN(Cc4ccccc4)CC3)n2Cc2ccc(Cl)cc2)n(C)c1=O	-0.2	-1.4	-0.3	0	27	4.6	0.1	7	-1.4
Cc1c(OCC(=O)N2CCC(C(N)=O)CC2)ccc2c1oc(=O)c1ccccc12	-0.6	-3.4	-0.8	28*	-1	0.3	-0.6	15	-0.3
CSc1ccccc1OCc1cc(C(=O)N(C)C(C)c2ccccn2)no1 (stereo unspecified)	-0.8	0.2	-1.8	3	26	1.5	-1.3	4	-0.1
Nn1c(Cc2ccccc2F)n[nH]c1=S	i	-2.6	1.5	-10	-10	1.5	nt	-4	-0.8
COc1cccc(/C=N/Nc2nc3ccccc3n3cnnc23)c1O	-0.4	-4.4	3.0	-5	-12	-7.4	nt	21	-0.3
CCOc1ccccc1N(CC(=O)NC1CCCC1)C(=O)CCC(=O)Nc1cc(C)on1	i	-2.1	-1.5	0	7	nt	-0.8	8	-0.3
O=C(CCC(=O)Nc1ccc(F)cc1)N/N=C/c1c[nH]c2ccccc12	-0.2	?	-3.4	2	-14	1.2	-1.6	9	-1.0
COc1cc(CCC(=O)OCC(=O)Nc2cc(S(=O)(=O)N3CCOCC3)ccc2Cl)cc(OC)c1OC	i	-1.5	nt	5	24	-0.4	0.7	1	-0.4
COc1ccc(OCc2cc(C(=O)N(C)Cc3cc(C4CC4)n[nH]3)no2)c(Cl)c1	-5.3	-0.6	1.1	6	26	-0.4	2.9	7	0.5
COC(=O)c1sc(NC(=O)C(C)C)c(C(=O)OC)c1C	i	0.8	-3.3	-1	5	nt	-0.5	0	0.2
COc1cc(NC(=O)c2ccc(F)cc2)c(OC)cc1NC(=O)CN1CCCCC1	-0.1	-1.5	1.4	4	22	0.8	nt	3	1.3
CC(=O)Oc1ccc(OC(C)=O)c(SCCCCCCl)c1	i	-2.4	nt	5	-7	1.2	nt	5	0.2
C/C(=N\NC(=O)c1c(Br)c(C)nn1C)c1ccc(NC(=O)c2ccoc2C)cc1	-0.2	-2.4	-4.5	-2	25	0.5	nt	7	-0.8
CCN(CC)C(=O)c1ccc2c(c1)nnn2C	-3.0	-1.4	-0.5	2	0	-1.1	nt	-4	-1.1
O=C(Oc1ccccc1)N(c1ccccc1)c1ccccc1	-0.4	-1.0	0.0	3	-4	1.5	-1.5	4	nt
COCCN(Cc1cc2cc(C)c(C)cc2nc1Cl)C(=O)Nc1ccccc1	3.1	-0.6	2.2	1	3	0.9	-0.5	8	-0.8
COc1ccc([C@@H]2C[C@H]3[C@@H](CN2S(=O)(=O)c2ccccc2)C(=O)C[C@@H](c2ccc(C)cc2)N3S(=O)(=O)c2ccc(C)cc2)cc1	-0.4	-2.0	nt	1	3	0.5	-2.2	13	nt
Cc1ccc2c(c1)C(=O)CC1(CCCC1)O2	i	-1.9	3.0	-1	1	4.2	-1.3	3	1.3
COc1ccc(NC(=O)C(c2ccc(Cl)cc2)C(C)C)cn1 (stereo unspecified)	i	-6.7	3.3	-1	-9	nt	-0.5	-4	1.0
Cn1cc(CNC(=O)C2CCC(=O)N(Cc3ccc(Cl)cc3)C2)cn1 (stereo unspecified)	-0.2	-1.4	-0.1	-1	-3	0.9	0.2	1	1.0
CCn1cc(-c2cc(C(=O)O)on2)c(C)n1	i	-1.4	-2.0	-1	0	1.0	-1.9	1	-0.6
O=c1[nH]c(/C=C/c2cccc(Br)c2)nc2ccccc12	-0.4	-0.7	-4.8	1	-6	-0.7	-0.4	-4	0.6
CC(C)(C)C(O)C(Cc1ccccc1Cl)n1cncn1 (stereo unspecified)	-0.4	-1.4	2.2	2	0	0.0	-1.2	6	276*
Cc1ccccc1OCC(=O)O/N=C(\N)Cc1ccc(Cl)cc1	i	-2.7	-1.1	4	25	nt	nt	-5	-1.7
SMILES	Vc quorum ag	FadD28 FP inh	UGM FP inh	FBA Mtb inh	Y pestis TopoI	TcdB inh	BioA inh	GDH-TPI inh	PfHsp40 rescue
O=C(Nc1ccc(-c2nnc(-c3ccco3)o2)cc1)C(c1ccccc1)c1ccccc1	nt	-2.3	0.1	7	-3	1.3	-0.6	19	-1.3
N#Cc1ccc(CSc2nnc(-c3cccnc3)n2-c2ccccc2)cc1	i	-4.7	1.5	2	16	nt	nt	12	-0.3
O=C(Nc1cccc(C(=O)NC2CCCCC2)c1)c1ccccc1	-0.5	0.4	-4.6	-3	-6	1.4	-4.0	-7	-0.4
O=C(CCS(=O)(=O)c1ccccc1)Nc1ccccc1F	-0.3	-0.7	-0.7	-1	2	1.8	nt	0	0.6
CC1(C)CC(=O)c2sc(N3CCCCC3)nc2C1	i	-1.6	-0.6	-1	-5	nt	nt	42*	-0.6
CCOc1ccc(S(=O)(=O)N2CCCCC2)cc1NC(=O)CN1CCCC1c1cccs1 (stereo unspecified)	i	-0.9	-1.4	2	10	-1.6	nt	10	-0.4
CCN(C[C@H]1N[C@@](CC)(C(=O)OC)[C@H]2C(=O)N(Cc3ccccc3)C(=O)[C@@H]12)S(=O)(=O)c1ccc(C)cc1	i	0.5	4.3	-1	32	0.2	-1.0	-1	0.0
O=C(Nc1ccccc1)Nc1nnc([C@H]2C[C@H](O)[C@@H](CO)O2)s1	i	-0.4	nt	3	8	0.6	-0.4	14	nt
COc1ccc(S(=O)(=O)O/N=C2\CCCc3ccccc32)cc1	nt	1.3	-1.1	-2	-4	nt	-0.3	4	-0.6
O=C(Nc1ccc([N+](=O)[O-])cc1)c1cccc(S(=O)(=O)Nc2ccccn2)c1	-0.2	0.5	1.5	4	-7	-0.4	0.3	-5	-1.2
Cc1ccnc(NC(c2ccccc2O)c2oc(CO)cc(=O)c2O)c1 (stereo unspecified)	i	-2.7	1.7	4	5	-3.2	nt	-3	0.2
Cc1cccc(Oc2cc(NC(=O)c3ccccc3)cc([N+](=O)[O-])c2)c1	-0.4	-6.0	-0.7	-3	-14	nt	-1.3	4	4.8
COc1ccccc1NC(=O)c1sc2ncn(CC(=O)N3CCC(C)CC3)c(=O)c2c1C	-0.4	-3.9	-2.1	-4	1	1.3	1.0	-10	0.3
Cc1ccc2oc(=O)cc(CN3CCOCC3)c2c1	-3.3	-0.7	-1.9	2	-3	nt	-0.2	0	-0.6
CC(=O)c1c(C)[nH]c(C(=O)Nc2ccc(C)c(S(=O)(=O)Nc3ccc(C)cc3C)c2)c1C	-0.5	-26	0.8	0	3	0.1	-0.7	-3	1.2
